Source: PubChem BioAssay
Neddylation inh = cullin neddylation inhibition | TR-FRET cullin neddylation, biochemical | calls only at 25 µM | hit rate 0.58% among 360,000 | AID 651699; in the data active = inhibition above about 36%
FAS TE block = inhibitors of human fatty acid synthase thioesterase domain | recombinant FAS-TE, OMFH fluorogenic substrate, fluorescence endpoint | inhibition, % at 15 µM | hit rate 0.67% among 360,000 | P49327;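 active = compounds whose normalised, plate-corrected inhibition of enzyme fluorescence in the single-dose primary screen is 50% or more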;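 also: 0% = DMSO with enzyme and 100% = substrate without enzyme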
E coli Lon inh = E. coli protease La inhibition. purified E. coli Lon protease, fluorescence polarization. P0A9M0. AID 602123. inhibition, % at 7.94 µM. hit rate 0.42% among 360,000; in the data active = inhibition above about 13%, passing the limit was not always enough;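 also: 0% = enzyme with probe and DMSO and 100% = no enzyme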
SKN-1 inh = inhibitors of C. elegans SKN-1; C. elegans VP596 Pgst-4::GFP/RFP ratio, acrylamide-induced, 24 h; inhibition, % at 21.8 µM; hit rate 0.49% among 360,000;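 active = interference check ratio from 0.5 to 1.5 plus GFP to RFP signal ratio inhibition reaching or exceeding a fixed threshold, cut at about 30% in these data, passing the limit was not always enough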; also: some compounds called inactive have numbers as strong as hits
Rin1-Abl PPI inh = inhibitors of human Rin1-Abl protein interaction; P00519+Q13671; TR-FRET Rin1/Abl binding, biochemical; inhibition, % at 7.35 µM; hit rate 0.4% among 360,000; in the data active = inhibition above about 5%, passing the limit was not always enough
MT1-MMP act inh = MT1-MMP (human) activation inhibition | P50281 | HT1080 RFP-PRO-GFP cells, GFP/RFP ratio fluorescence, overnight; percent of plate control window, DMSO zero | GFP/RFP ratio change, % at 20 µM | hit rate 0.061% among 360,000 | AID 651647;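 active = GFP/RFP ratio change of at least 30% with cell ATP level not reduced by more than half and red fluorescence within 50% of control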; also: strong numbers were not always called active
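Assay system: RFP-PRO-GFP reporter HT1080 cells; read-out basis: GFP/RFP fluorescence ratio; benchmarks: DMSO wells and RFP-L50D-GFP cells; doses: 20 µM single dose, 1% DMSO; schedule: overnight cell settling, then overnight compound exposure, 37 °C, 5% CO2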
bovine MsrA act = activators of bovine methionine sulfoxide reductase A; purified bovine MsrA, absorbance read-out; AID 602163; hit rate 0.3% among 360,000; activation, % at 10.6 µM; in the data active = activation above about 7.5%;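 also: 0% = vehicle and 100% = reference activator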
NRP1-CendR mod = alters CendR peptide binding to human NRP-1; O14786; FAM-RPARPAR peptide binding to NRP-1, fluorescence polarization; inhibition, % at 25 µM; hit rate 0.85% among 360,000;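 active = inhibition or corrected inhibition above about 18%, plus a signal ratio from 0.5 to 1.5, limit read from the data, passing the limit was not always enough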; also: strong numbers were not always called active
Target sequence (O14786 whole entry, looked up): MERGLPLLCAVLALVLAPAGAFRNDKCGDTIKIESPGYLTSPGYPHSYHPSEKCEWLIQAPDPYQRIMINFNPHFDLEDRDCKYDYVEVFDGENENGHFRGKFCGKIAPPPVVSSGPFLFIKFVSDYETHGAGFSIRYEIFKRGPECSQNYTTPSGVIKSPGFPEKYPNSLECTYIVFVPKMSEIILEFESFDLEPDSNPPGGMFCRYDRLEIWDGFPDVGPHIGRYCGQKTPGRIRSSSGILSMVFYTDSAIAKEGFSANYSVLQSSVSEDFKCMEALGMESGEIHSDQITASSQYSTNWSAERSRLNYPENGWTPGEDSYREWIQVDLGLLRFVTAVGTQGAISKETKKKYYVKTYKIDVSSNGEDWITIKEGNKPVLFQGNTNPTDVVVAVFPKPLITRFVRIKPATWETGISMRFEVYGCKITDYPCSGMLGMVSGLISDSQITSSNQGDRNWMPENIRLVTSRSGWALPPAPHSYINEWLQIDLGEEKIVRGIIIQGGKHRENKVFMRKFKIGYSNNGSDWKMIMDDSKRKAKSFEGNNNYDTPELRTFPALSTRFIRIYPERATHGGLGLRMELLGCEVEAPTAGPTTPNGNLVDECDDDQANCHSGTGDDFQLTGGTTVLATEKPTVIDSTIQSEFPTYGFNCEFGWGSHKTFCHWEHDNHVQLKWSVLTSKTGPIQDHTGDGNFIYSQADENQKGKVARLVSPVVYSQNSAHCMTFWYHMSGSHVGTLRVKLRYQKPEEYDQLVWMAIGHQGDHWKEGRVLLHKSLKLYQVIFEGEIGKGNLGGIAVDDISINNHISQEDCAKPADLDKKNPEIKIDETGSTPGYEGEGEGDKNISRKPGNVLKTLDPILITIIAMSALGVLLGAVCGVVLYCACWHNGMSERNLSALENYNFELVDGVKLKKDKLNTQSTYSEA
MsrA inhibitor = inhibits bovine methionine sulfoxide reductase A | purified bovine MsrA, absorbance read-out | AID 651718 | inhibition, % at 15.5 µM | hit rate 0.75% among 360,000; in the data active = inhibition above about 4.5%;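 also: 0% = vehicle wells with enzyme and 100% = reference inhibitor wells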
Numbers without * were called inactive; i = inactive; / = not tested or not shown; & = joins results of further samples.

Structure,Neddylation inh,FAS TE block,E coli Lon inh,SKN-1 inh,Rin1-Abl PPI inh,MT1-MMP act inh,bovine MsrA act,NRP1-CendR mod,MsrA inhibitor
CCOC(=O)C1=C(C)N(C)C(=O)NC1c1c(O)ccc2ccccc12 (configuration not stated),i,-1,-1,12,-1,-3,-1,10,-1.4
CC1CCN(C(=O)c2cccc(NC(=O)c3cccs3)c2)CC1,i,1,14,-6,2,-2,-6,5,-0.5
C=Cc1ccc(Cn2nc(-c3ccccc3)ccc2=O)cc1,i,18,2,-6,0,7,0,2,-0.4
Cc1ccc(NC(=O)C2CCCN(C(=O)c3ccc(Cl)cc3)C2)cc1S(=O)(=O)N1CCOCC1 (configuration not stated),i,8,-2,-5,1,2,0,-12,0.5
O=C(NCc1ccccc1)NC1(C(=O)Nc2ccc3c(c2)OCCO3)CCCCC1,i,-5,4,-9,-5,-1,-6,-2,1.7
O=C(NCc1ccccc1)C(c1cccnc1)N(C(=O)c1ccccn1)c1ccc(F)cc1 (configuration not stated),i,-2,1,5,1,1,-3,8,0.2
Cc1ccc(S(=O)(=O)N2CCN(S(=O)(=O)c3ccc4c(c3)OCCO4)CC2)cc1,i,-7,11,1,3,-6,-3,5,0.9
CCOc1ccc(-c2nnc(-c3ccccc3)n2-c2ccccc2)cc1,i,2,-2,7,0,-1,-2,-13,-0.2
CCCOc1ccc(C(=O)NNC(=S)NC(=O)c2cccs2)cc1,i,0,8,-3,-5,-2,-1,14,2.8
O=c1c2nncn2c2cccnc2n1CCNc1ncc(C(F)(F)F)cc1Cl,i,9,-3,-1,-4,4,-3,-16,-0.3
CSc1ccc(S(=O)(=O)NCC(=O)OCC(=O)N2CCC(C)CC2)cc1[N+](=O)[O-],i,5,2,-6,4,-1,-1,8,0.3
CCOC(=O)CC(=O)CSc1ncnc2c1cnn2-c1ccccc1,i,12,-13,-1,-12,-11,0,-8,-0.6
CCc1nc(NCC2CCCO2)c2oc3ccccc3c2n1 (configuration not stated),i,-6,5,17,-1,5,-1,11,0.6
c1ccc(CNc2ncnc3sccc23)cc1,i,-5,-4,6,-1,-5,-3,5,0.0
O=C(Nc1ccccc1F)NC1CC1,i,-4,0,3,2,1,-1,18,-1.9
COC(=O)c1ccc(N/N=C/c2cc([N+](=O)[O-])cc(OC)c2O)cc1,i,6,0,11,-1,7,-3,-9,0.6
O=C(NC1=NCCS1)c1ccc2c(c1)C(=O)N(Cc1ccco1)C2=O,i,-4,-9,12,-1,3,-4,-20,0.4
Cc1ccc(S(=O)(=O)Cc2ccc(C(=O)OCc3ccccc3)cc2)cc1,i,-22,2,8,0,1,-1,3,0.2
CCCc1cc(=O)oc2cc(OCC(=O)N3CCOCC3)c(Cl)cc12,i,0,1,-1,0,-1,-1,-4,-1.2
CCOC(=O)C1CCN(C(=O)CCNS(=O)(=O)c2cc(Br)cnc2N)CC1,i,-7,-1,-2,-4,-2,-4,7,-0.5

Sorted by value in bovine MsrA act (descending): some entries from above
mol	bovine MsrA act
CCCc1cc(=O)oc2cc(OCC(=O)N3CCOCC3)c(Cl)cc12	-1
COC(=O)c1ccc(N/N=C/c2cc([N+](=O)[O-])cc(OC)c2O)cc1	-3
O=C(NCc1ccccc1)NC1(C(=O)Nc2ccc3c(c2)OCCO3)CCCCC1	-6

More results
Structure,Neddylation inh,FAS TE block,E coli Lon inh,SKN-1 inh,Rin1-Abl PPI inh,MT1-MMP act inh,bovine MsrA act,NRP1-CendR mod,MsrA inhibitor
CCOc1ccccc1NC(=O)c1cccc2c1C(=O)N(CCOC)C2,i,-5,-5,-3,-2,6,1,12,0.1
CC(=O)NN1C(=O)/C(=C\c2ccc(Br)o2)SC1=S,i,-8,5,6,1,52,-7,-120,0.8
CCOC(=O)c1c(C)[nH]c(C(C)=NNC(=O)c2cccs2)c1C,i,6,-1,-3,2,4,-7,3,2.2
CCN(CC)CCCNC(=O)Cn1nc([N+](=O)[O-])c(Cl)c1C,i,2,11,-2,0,-3,-3,2,-1.0
CCN(CC)CCn1c(=N)n(CCO)c2ccccc21,i,-8,-5,-8,-2,1,-3,-4,1.3
CC(C)CC(OC(=O)c1cccs1)C(=O)NCC1CCCO1 (configuration not stated),i,-7,0,-1,3,3,-9,3,-0.1
O=C(c1ccccc1Cl)N1CCN(C(=O)C2CCCO2)CC1 (configuration not stated),i,-4,-4,-1,1,4,-3,18,-1.2
CN(C)c1cccc(C(=O)NN2C(=O)NC3(CCCCC3)C2=O)c1,i,-6,-7,12,0,2,-1,12,-0.6
Cc1ccc(C(=O)N/C(=C\c2cn(-c3ccccc3)nc2-c2ccccc2)C(=O)N2CCOCC2)cc1,i,-14,-9,0,1,6,-3,0,0.5
O=C(NC1=NCCS1)c1cccs1,i,-2,-3,-12,-3,-4,-1,11,-0.2

Taken from above.
CC(C)CC(OC(=O)c1cccs1)C(=O)NCC1CCCO1 (configuration not stated) in SKN-1 inh → -1
O=C(NC1=NCCS1)c1cccs1 in bovine MsrA act → -1
CC(=O)NN1C(=O)/C(=C\c2ccc(Br)o2)SC1=S in SKN-1 inh → 6

(listing goes on)
Structure,Neddylation inh,FAS TE block,E coli Lon inh,SKN-1 inh,Rin1-Abl PPI inh,MT1-MMP act inh,bovine MsrA act,NRP1-CendR mod,MsrA inhibitor
C[C@@H]1COc2cccc(N3CCSCC3)c2S(=O)(=O)N1,i,-4,4,-24,/,1,-8,-1,0.5
CCCCCn1c(N)c(-c2nc3ccccc3s2)c2c([N+](=O)[O-])nn(CC)c(=O)c21,i,31,-9,6,2,-19,-6,2,0.2
CS(=O)(=O)N1CCc2cc(C(=O)Nc3ccc(O)cc3)ccc21,i,-4,4,10,4,8,-2,8,1.7
COC(=O)C1CN(C(=O)COc2ccccc2)c2ccccc2O1 (configuration not stated),i,0,8,12,0,3,-1,-2,0.9
COc1ccc(/C=N/Nc2nn3cnnc3c3ccccc23)cc1,i,0,-3,4,-5,5,-2,8,5.1*
Cc1ccc(S(=O)(=O)NCC(=O)N(CC(=O)NC2CCCC2)c2ccc3c(c2)OCCO3)cc1,i,10,2,-7,2,-3,-6,3,1.5
Cn1c(Cn2c(=O)sc3ccccc32)nnc1SCC(=O)Nc1ccccc1F,i,-4,-6,-10,-2,1,-4,-6,0.0
O=C(NC1CC1)c1cc(Cl)nc2ccccc12,i,-4,-6,0,-4,-1,-6,-4,-0.3
O=S1(=O)CCC(NC(=S)N2CCOCC2)C1 (configuration not stated),i,-11,-6,-2,-3,-8,-5,8,-0.5
COc1ccc2c(C)cc(Sc3nnnn3-c3ccccc3)nc2c1,i,36,-10,2,-1,2,-3,-17,0.7
Cc1ccc(OCC(=O)NC(=S)Nc2ccc(Br)c(C)n2)cc1,i,-9,13,-4,5,8,-9,-3,0.5
COc1cccc(CNC(=O)c2ccccc2C(=O)NC(C)(C)C(=O)NCc2cccc(OC)c2)c1,i,-5,5,8,4,-1,-5,14,1.0
O=C(NNc1c(F)c(F)cc(F)c1F)c1cc2ccccc2oc1=O,i,-1,3,4,-5,2,-5,-1,0.0
COC(=O)c1ccc(OS(=O)(=O)c2ccc(NC(C)=O)cc2)cc1,i,9,-3,-4,0,-3,-4,0,-0.6
CCCCn1c(=O)c(CCC(=O)OCC(=O)Nc2ccc(F)c(Cl)c2)nc2ccccc21,i,20,-4,-2,-1,-3,-2,2,0.5
COc1ccc2c(C(=O)c3ccc(C)cc3)n(Cc3ccc(C(N)=O)cc3)[n+]([O-])c2c1,i,-6,0,-5,0,11,-6,13,-0.6
CC(=O)c1c(C)[nH]c(C(=O)CN2C(=O)NC(C)(C)C2=O)c1C,i,-6,1,-1,2,8,-1,12,-0.3
CCOc1ccc(N(CC(=O)Nc2ccc(OC)cc2)S(=O)(=O)c2c(C)noc2C)cc1,i,14,-2,-8,5,-2,-8,-4,0.7
c1ccc(-c2n[nH]c3ccccc23)cc1,i,-2,7,4,0,-6,-4,4,/
CCOc1ccccc1OCC(=O)NC1CCCCC1,i,-5,-4,10,3,-7,1,4,0.5
Cc1cc(-c2n[nH]c(=S)n2/N=C/c2cccc(O)c2)n[nH]1,i,-11,-4,1,0,6,0,2,1.8
CN=C(Nc1cc(C)nn1-c1ccccc1)c1ccccc1F,i,-7,-2,-7,-3,-1,-6,0,0.5
CCCc1ccc(S(=O)(=O)N2CCN(C(C)C(=O)NCc3ccc(OC)cc3)CC2)cc1 (configuration not stated),i,19,0,-15,3,10,-12,3,-1.1
CN(C)C(=O)c1ccc(-c2cc(C(F)(F)F)nn2C)s1,i,0,-2,-4,3,3,-2,4,-1.9
Cc1nn(-c2ccccc2)c2ncc(C(=O)c3cc(Cl)ccc3O)cc12,i,20,6,-4,-3,-8,-1,9,1.4
Cc1c(NC(=O)c2ccc3c(c2)C(=O)N(CC2CCCO2)C3=O)cccc1C(=O)O (configuration not stated),i,-8,-2,-1,-5,1,1,14,0.4
O=C(Nc1ccccc1)N1CCC(C(=O)N(Cc2ccco2)Cc2cccs2)CC1,i,-4,-3,-3,0,-1,-1,-5,1.4
O=C1CCC2(CCCCC2)N1,i,-6,3,5,2,-1,-1,4,0.3
CCOc1cc(/C=N/NC(=O)c2nnn(-c3nonc3N)c2C)ccc1OCc1ccc(F)cc1,/,-6,-2,14,-1,-1,-4,-1,-0.7
Oc1cnn(-c2ccccc2)c1,i,-13,3,19,-3,1,-14,6,1.3
O=C(c1ccc(S(=O)(=O)Cc2cc(F)ccc2F)c([N+](=O)[O-])c1)N1CCCC1,i,1,-9,19,-5,4,-2,10,0.2
CCOc1cc(C2C3=C(CC(C)(C)CC3=O)N(C)C3=C2C(=O)CC(C)(C)C3)ccc1O,i,-1,-2,3,1,-4,-5,-6,0.9
CC(=O)c1cnc2nc(SCc3ccc(Cl)cc3)nn2c1C,i,24,-3,1,-1,2,5,12,0.3
Cc1c(C(=O)NC(C)CCc2ccccc2)cccc1[N+](=O)[O-] (configuration not stated),i,35,-3,-9,-1,1,-3,-5,-0.8
OCCNc1nc(N2CCOCC2)nc(N2CCOCC2)n1,i,2,1,1,-1,0,-9,19,0.8
O=C(NNS(=O)(=O)c1ccc(Cl)cc1)C1CCN(Cc2ccccc2)CC1,i,-4,-2,-5,1,1,1,11,1.1
CSCCC(NS(=O)(=O)c1ccccc1)C(=O)OCc1cc(=O)oc2cc(O)ccc12 (configuration not stated),/,-1,-13,15,-1,0,-2,2,1.7
NC(=NCCCCCCN=C(N)/N=C(\N)Nc1ccc(Cl)cc1)/N=C(\N)Nc1ccc(Cl)cc1,i,15&16&-2,-4&-3&0,26&25&-5,-4&-1&0,-11&-17&0,-1&5&-5,8&5&6,-1.1&-1.3&-0.1
CC1=Nc2cc(C(=O)NCc3ccco3)ccc2Sc2ccc(C)cc21,i,3,-1,14,-3,5,-1,-7,-0.3
Cc1cccc(C(C)C)c1NC(=O)COC(=O)CNS(=O)(=O)c1ccccc1,i,-7,-1,-6,-3,5,-5,0,0.1
Cc1ccc(C(=O)COc2ccccc2-c2ccccc2)cc1,i,27,-7,-1,-3,-3,-2,2,0.8
COC(=O)[C@]12CCCCC=C1N(CCC1=CCCCC1)C(=O)[C@H](CC(=O)N1CCCCC1)C2,i,8,2,-6,/,-3,1,6,-1.1
CC(C)NC(=O)c1ccc2c(=O)n(Cc3ccco3)c(=S)[nH]c2c1,i,-9,-8,-12,9,-4,-2,-10,-0.5
CC(C)(CO)CN1CCC(n2nccc2NC(=O)C2CCOC2)CC1 (configuration not stated),i,-5,1,2,5,3,-1,10,-0.2
Cc1cc(C)c(CN2CCN(C(=O)Cn3ccc(N)nc3=O)CC2)c(C)c1,i,-3,5,3,2,-5,-9,1,-0.1
Cc1cc(-n2c(C)cc(C(=O)CSc3[nH]c(=O)cc(C(F)(F)F)c3C#N)c2C)no1,i,19,4,-4,0,3,-9,-6,-0.8
